Bioassay records (PubChem)
D1 potentiator = enhances dopamine response at the human D1 receptor. hit rate 0.036% among 360,000. potentiation, % at 10 µM. P21728. HEK293 TREx D1 cells, calcium flux, dopamine EC20 potentiation; in the data active = potentiation above about 30%; note: 0% is about no effect
Target sequence (P21728 whole entry, looked up): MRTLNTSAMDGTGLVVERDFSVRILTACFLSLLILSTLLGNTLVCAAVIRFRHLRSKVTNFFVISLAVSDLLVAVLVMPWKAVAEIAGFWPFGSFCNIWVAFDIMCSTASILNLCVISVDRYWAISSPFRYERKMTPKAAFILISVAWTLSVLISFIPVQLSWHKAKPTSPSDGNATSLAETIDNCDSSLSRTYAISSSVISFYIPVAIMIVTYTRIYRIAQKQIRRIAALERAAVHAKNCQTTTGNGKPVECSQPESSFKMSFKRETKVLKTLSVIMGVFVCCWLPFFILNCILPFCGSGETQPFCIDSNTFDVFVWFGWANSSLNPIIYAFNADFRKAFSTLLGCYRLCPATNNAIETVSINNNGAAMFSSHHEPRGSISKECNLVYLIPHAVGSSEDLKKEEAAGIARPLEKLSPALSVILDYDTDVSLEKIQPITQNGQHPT
D2 antag = antagonizes the human D2 dopamine receptor. P14416. HEK293 TREx D2 cells, calcium flux, dopamine EC80. inhibition, % at 10 µM. hit rate 2% among 340,000. AID 485344; in the data active = inhibition above about 30%; note: 0% is about no effect
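Cells plated overnight at 30 C with tetracycline; no-wash calcium dye, 30–90 min RT; 10 s baseline; compound pinned; 180 s read; EC80 dopamine added; another 180 s read.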
RXFP1 agonist = activates the human relaxin receptor RXFP1. AID 2676. HEK293T-RXFP1 cAMP TR-FRET, 30 min; response scale: percent of porcine relaxin response, buffer zero. Q9HBX9. Potency, µM (top dose mostly 57.5 µM), without a hit: at the top dose activation, most hits filed as activators. hit rate 0.3% among 370,000; active = well fitted activation curve with a large enough effect; inconclusive = small, poorly fitted or top-dose-only effect; note: potency is the fitted concentration of half-maximal effect; % is set by controls: 0 for no effect and ±100 for the full control effect; nearly all actives have a fitted effect of over 60% in size; many of its hits are not listed in these tables
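Agonist response is measured as cAMP accumulation in an RXFP1-transfected HEK293T line under PDE4 inhibition. Values are scaled between buffer-only and 29 nM porcine relaxin, and EC50s come from standard Hill equation fits.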
D2 potentiator = positive allosteric modulators of human D2 dopamine receptor | potentiation, % at 10 µM | HEK293 T-REx D2, calcium flux, EC20 dopamine potentiation | hit rate 0.34% among 340,000;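 active = potentiation over 3 SD above the plate norm, cut at about 30% in these data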; note: 0% is about no effect
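Potentiation of an EC20 dopamine calcium response measured kinetically over 180 s, after a preceding 180 s compound-only read flagging agonists. Cells: inducible Hek293 Trex D2 line, 4000/well, cultured overnight at 30 C before dye loading.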
D2 agonist = D2 dopamine receptor (human) agonism. P14416. HEK293 T-REx D2 cells, calcium flux agonist mode. activation, % at 2 µM. hit rate 0.53% among 340,000;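 active = activation over 3 SD above normal in the single-dose calcium agonist read, cut at about 30% in these data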; note: 0% is about no effect
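Tetracycline-induced HEK293 Trex cells with D2 receptor force-coupled to calcium signaling, plated overnight at 30 C and loaded with no-wash calcium dye. Calcium flux read kinetically for 180 s after compound addition; responses flag agonists.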
RXFP1 antag = blocks the human relaxin receptor RXFP1; Q9HBX9; HEK293-RXFP1, relaxin-stimulated cAMP HTRF, 30 min; stronger effect = lower value; activity change, negative = inhibition, % at 57.5 µM; hit rate 0.59% among 350,000; AID 1259400;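 active = activity change of -60% or lower, but not beyond a set lower limit; inconclusive = change between -60% and -40%, or beyond the set limit; inactive = change above -40%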; note: % is set by controls: 0 for no effect and ±100 for the full control effect
D1 agonist = activates the human D1 dopamine receptor | AID 504660 | HEK293 T-REx D1 cells, calcium flux, agonist mode | P21728 | activation, % at 2 µM | hit rate 1% among 360,000; in the data active = activation above about 30%; note: 0% is about no effect
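Inducible HEK293 T-REx D1 cells, force-coupled to calcium signalling, were plated at 4000 cells/well with tetracycline and held overnight at 30 C. After no-wash calcium dye loading, compound-evoked calcium rise over 180 s flagged agonists.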
D1 antag = blocks dopamine activation of the human D1 receptor. hit rate 3.2% among 360,000. HEK293 TREx D1 cells, calcium flux, dopamine EC80; stronger effect = lower value. AID 504652. P21728. activity change, negative = inhibition, % at 10 µM; in the data active = activity change below about -30%; note: % is set by controls: 0 for no effect and ±100 for the full control effect
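Inducible Hek293 Trex D1 cells (tetracycline, overnight, 30 C). Calcium dye 30–90 min RT. Antagonist mode: EC80 dopamine added after 180 s compound read.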
TRHR PAM = TRH receptor (human) allosteric enhancement. P34981. TRHR cells, fluo-8 calcium fluorescence, EC20 TRH enhancement. enhancement, % at 2 µM. hit rate 0.66% among 360,000; in the data active = enhancement above about 30%; note: 0% is about no effect
Target sequence (P34981 whole entry, looked up): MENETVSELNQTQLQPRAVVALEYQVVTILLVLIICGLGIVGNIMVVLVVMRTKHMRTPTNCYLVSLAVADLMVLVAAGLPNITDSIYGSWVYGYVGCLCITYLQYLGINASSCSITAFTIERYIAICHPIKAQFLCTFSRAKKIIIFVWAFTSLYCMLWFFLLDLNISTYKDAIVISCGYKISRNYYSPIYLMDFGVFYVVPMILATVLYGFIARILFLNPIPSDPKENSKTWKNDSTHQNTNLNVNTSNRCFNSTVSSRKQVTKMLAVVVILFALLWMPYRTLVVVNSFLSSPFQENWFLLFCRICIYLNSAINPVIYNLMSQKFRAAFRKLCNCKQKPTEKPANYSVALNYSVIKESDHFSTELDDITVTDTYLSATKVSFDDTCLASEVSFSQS
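TRHR-expressing cells loaded with fluo-8 calcium dye were read kinetically (ex 480/em 530) during compound addition, then stimulated with an EC20 of TRH (10 nM final). Enhancement of the Gq-mediated intracellular calcium response was scored.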
Active calls of the source: *; ? = inconclusive; / = no result given; & = joins results of further samples.

SMILES | D1 potentiator | D2 antag | RXFP1 agonist | D2 potentiator | D2 agonist | RXFP1 antag | D1 agonist | D1 antag | TRHR PAM
Cc1ccccc1-n1c(-c2ccc(Cl)cc2)cnc1SCC(=O)NC1CCS(=O)(=O)C1 (stereo not drawn) | -1.2 | 11.8 | 1.2% | 4.1 | -0.2 | -22.9 | 1.7 | 5.6 | 1.0
O=C(NC1CC2CCCC(C1)N2C1CC1)NC12CC3CC(CC(C3)C1)C2 (stereo not drawn) | 3.6 | / | 0.5% | / | / | / | -0.3 | 15.0 | 10.2
COc1ccc(-c2nc(SCC(=O)Nc3cc(C)on3)n[nH]2)cc1 | -3.1 | -3.9 | -2.3% | -15.8 | 0.5 | 3.7 | 4.0 | / | -1.1
COC(=O)NCN1C(=O)C2C3C=CC(C3)C2C1=O (stereo not drawn) | -2.9 | 10.6 | 0.0% | / | 0.5 | 0.0 | 2.6 | 5.3 | -1.5
Cc1ccccc1Nc1nc(N)nc(COC(=O)CC2CC3CCC2C3)n1 (stereo not drawn) | -0.2 | 0.8 | 1.4% | 12.0 | -1.8 | 0.5 | 2.0 | 1.3 | 51.0*
O=C(NCc1ccc(Cl)cc1)C(=O)NCC1OCCN1C(=O)c1cccs1 (stereo not drawn) | -5.0 | -2.9 | 1.1% | 10.1 | 1.6 | -3.7 | 0.7 | 8.1 | 5.1
O=C(Nc1ccc(F)c(F)c1)c1ccccc1-c1ccccc1 | -5.6 | 2.0 | -0.4% | -1.4 | -0.9 | -3.1 | 2.1 | -2.5 | -5.6
COc1ccc(-c2cc(C(F)(F)F)nc(SCCC(=O)Nc3ccc(OC)c(OC)c3)n2)cc1 | -7.0 | / | -0.2% | 2.0 | -0.4 | / | 0.6 | -4.3 | 1.2
CN(C)CCNc1oc(COc2ccc(Cl)cc2Cl)nc1C#N | 0.6 | 15.8 | 2.2% | -5.3 | 0.1 | 30.0 | 2.3 | 4.2 | -3.6
CC1CCN(CCCNC(=O)C2CC(=O)N(C3CCCCCC3)C2)CC1 (stereo not drawn) | 0.5 | -0.4 | 4.1% | 2.8 | 0.1 | 3.5 | 0.6 | 5.3 | -1.4
CCSc1nnc(NC(=O)CSC2=NCCS2)s1 | 11.9 | -0.1 | -0.8% | 3.3 | -0.2 | -3.2 | -1.8 | 7.9 | -0.8
COc1ccc(C(C)=O)cc1CSc1nnc(C)s1 | -0.9 | 1.1 | -1.1% | 4.7 | 0.5 | -13.2 | -0.3 | -9.2 | 9.4
Cc1nnc(NC(=O)C2CCCN2C(=O)Nc2ccccc2)s1 (stereo not drawn) | -4.8 | -13.6 | 2.8% | 25.5 | 1.2 | -12.4 | -0.6 | 7.8 | 9.6
O=C(O)c1ccccc1-c1ccccc1C(=O)Nc1cccc2ccccc12 | -0.6 | 22.9 | 2.3% | 4.0 | 0.9 | 5.8 | 2.7 | -19.0 | -1.0
CCN1CCN(CCCNC(=O)Cn2nc(C)n3c(cc4c(OC)cccc43)c2=O)CC1 | -1.8 | / | 1.7% | -5.4 | 4.3 | 8.5 | 1.8 | 12.4 | -1.2
CC(C)COc1cccc(C(=O)Nc2ccc(CN3CCOCC3)cc2)c1 | -7.2 | -20.3 | 8.9% | 5.4 | 0.3 | -2.1 | 12.8 | -1.7 | 3.4
CCOC(=O)N1CCN(C(=O)CCCn2c(=S)[nH]c3ccccc3c2=O)CC1 | 2.5 | -24.5 | 0.0% | 16.4 | 0.9 | ? | -0.3 | -6.2 | 6.3
Cn1c(=O)[nH]c(=O)c2c1nc(N1CCN(CCO)CC1)n2Cc1ccccc1 | -5.6 | 5.1 | 2.0% | -8.3 | 1.1 | -2.4 | 4.5 | -12.9 | -7.0
O=C(c1ccco1)N1CCN=C1SCc1c(F)cccc1Cl | -1.6 | -8.0 | -1.4% | -10.1 | 37.2* | -4.3 | 3.1 | 2.6 | -6.1
CC1CCN(C(=O)c2[nH]cnc2C(=O)NCc2ccc(CNC(=O)OC(C)(C)C)cc2)CC1 | -9.4 | 10.0 | -3.7% | 13.5 | 1.0 | / | 1.5 | -24.4 | -1.6
CCc1ccc2[nH]c(C(=O)N(C)c3ccc(F)cc3F)cc2c1 | 0.2 | 9.2 | 1.0% | 6.9 | -0.1 | -5.8 | 4.8 | -2.7 | 5.7
CCOc1ccc2nnc(-c3ccc(Br)cc3)n2n1 | -8.5 | -8.0 | -0.3% | 7.8 | 0.6 | -8.2 | -3.1 | 10.2 | 1.2
COc1ccccc1NC(=O)N1CCCC1C(=O)NCCc1ccccc1 (stereo not drawn) | 2.6 | -3.4 | 0.0% | 2.3 | 0.1 | -2.2 | 0.4 | 5.4 | -18.3
O=C(CSc1nnc(-c2cccs2)o1)N1CCc2ccccc21 | -1.4 | -11.7 | 0.5% | 5.5 | 0.1 | -18.9 | -0.9 | 2.1 | -13.3
O=S(=O)(NCc1cccs1)c1ccc(Cl)s1 | -2.9 | / | -0.9% | / | / | 5.5 | 2.9 | 3.6 | -5.3
CC(=O)NC(c1ccccc1)c1cc(Cl)c2cccnc2c1O (stereo not drawn) | 1.9 | -7.7 | 0.8% | 4.0 | 2.3 | -5.3 | 5.9 | 33.7 | -3.9
Cc1cccc2cc(COC(=O)c3cccnc3)c(=O)[nH]c12 | -3.0 | 26.3 | 1.7% | -6.6 | 0.1 | -11.4 | 2.1 | -19.9 | 11.3
Cc1cn(CCOc2ccc(Cl)cc2)c(=O)[nH]c1=O | -0.1 | 9.3 | -0.7% | 5.7 | 0.7 | 26.9 | 0.4 | 4.1 | 8.3
CCn1c(CNC(=O)COc2ccc(C(C)C)cc2)nnc1SCC(=O)Nc1cc(F)ccc1C | 1.4 | 17.6 | 1.4% | 8.1 | -1.1 | -21.5 | 5.0 | 11.0 | 41.2*
COc1cccc(OCC(=O)O/N=C(\N)c2ccc(OC)c(OC)c2)c1 | -10.8 | 4.6 | 3.4% | 1.8 | -0.6 | / | 9.9 | -14.8 | -5.0
O=C(Cc1ccccc1)Nn1cnc2ccccc21 | 0.9 | 3.4 | 1.8% | 21.3 | 0.2 | 11.5 | 2.9 | 9.2 | -2.2
Cc1noc(C)c1CSCC(=O)Nc1nc2c(F)cc(F)cc2s1 | / | -25.6 | 0.9% | -2.4 | 0.3 | 2.5 | 20.4 | -13.7 | -5.1
CN1C(=O)C2(N=c3ccccc3=N2)c2ccccc21 | -5.9 | -14.6 | 4.9% | 4.5 | 0.4 | 6.6 | 1.3 | -10.4 | 3.7
Cc1ccc(NC(=O)CSc2nc3c(c(=O)[nH]2)CN(Cc2ccc(F)cc2)CC3)cc1C | 4.5 | 12.9 | -1.0% | -5.2 | 1.4 | -4.6 | 0.0 | -16.9 | 3.8
CCOC(=O)NC(Nc1nc2ccccc2s1)(C(=O)OCC)C(F)(F)F (stereo not drawn) | -4.4 | -2.0 | 2.1% | -7.3 | 0.0 | 1.7 | 1.9 | -8.8 | -2.8
Cc1ccc(-c2nn(-c3ccccc3)cc2C(=O)NCCCN2CCOCC2)cc1 | 1.9 | 31.0* | 1.2% | -15.1 | 0.1 | -15.9 | 3.5 | 15.3 | -7.8
CC(C)(C)c1ccc(NC(=O)C2CCCN(c3cnccn3)C2)cc1 (stereo not drawn) | -7.9&6.3 | -13.2 | 1.1%&-0.7% | 10.6 | -1.2&-1.1 | -25.2&-27.9 | 3.5&-0.1 | -0.5&-7.9 | 15.7&2.3
Cc1ccc(CC(=O)N2CCN(S(=O)(=O)c3ccccc3)CC2)cc1C | -2.1 | -4.9 | -1.5% | -4.7 | -0.3 | 4.9 | 6.4 | -1.4 | -0.2
CS(=O)(=O)N(CC(O)Cn1c2ccccc2c2ccccc21)c1cccc2ccccc12 (stereo not drawn) | 0.9 | 31.2* | 4.1% | -2.1 | 0.0 | -6.8 | 1.0 | / | -0.1
COc1cc(OC)cc(C(=O)N[C@H](C(=O)NCCc2c[nH]c3ccccc23)C(C)C)c1 | -0.9 | -1.9 | 0.1% | -1.1 | 1.0 | -17.1 | -2.5 | -20.8 | -7.8
CCOC(=O)c1c(C)[nH]c(C(=O)COC(=O)Cn2cc(C(F)(F)F)ccc2=O)c1C | -1.4 | 6.0 | 0.2% | 5.4 | 0.5 | 1.4 | 0.8 | 8.2 | -2.1
CN(C)C(=O)COC(=O)c1ccccc1Sc1ccccc1C#N | -0.6 | 6.7 | 3.8% | 0.1 | 0.7 | -7.8 | 1.8 | -6.8 | 11.1

Quoted at random: five entries already listed
SMILES | D1 potentiator | D2 antag | RXFP1 agonist | D2 potentiator | D2 agonist | RXFP1 antag | D1 agonist | D1 antag | TRHR PAM
CN1C(=O)C2(N=c3ccccc3=N2)c2ccccc21 | -5.9 | -14.6 | 4.9% | 4.5 | 0.4 | 6.6 | 1.3 | -10.4 | 3.7
CC(C)(C)c1ccc(NC(=O)C2CCCN(c3cnccn3)C2)cc1 (stereo not drawn) | -7.9&6.3 | -13.2 | 1.1%&-0.7% | 10.6 | -1.2&-1.1 | -25.2&-27.9 | 3.5&-0.1 | -0.5&-7.9 | 15.7&2.3
CN(C)C(=O)COC(=O)c1ccccc1Sc1ccccc1C#N | -0.6 | 6.7 | 3.8% | 0.1 | 0.7 | -7.8 | 1.8 | -6.8 | 11.1
O=C(Cc1ccccc1)Nn1cnc2ccccc21 | 0.9 | 3.4 | 1.8% | 21.3 | 0.2 | 11.5 | 2.9 | 9.2 | -2.2
CS(=O)(=O)N(CC(O)Cn1c2ccccc2c2ccccc21)c1cccc2ccccc12 (stereo not drawn) | 0.9 | 31.2* | 4.1% | -2.1 | 0.0 | -6.8 | 1.0 | / | -0.1

Filtered by structure: those above containing a cyano group
SMILES | D1 potentiator | D2 antag | RXFP1 agonist | D2 potentiator | D2 agonist | RXFP1 antag | D1 agonist | D1 antag | TRHR PAM
CN(C)CCNc1oc(COc2ccc(Cl)cc2Cl)nc1C#N | 0.6 | 15.8 | 2.2% | -5.3 | 0.1 | 30.0 | 2.3 | 4.2 | -3.6
CN(C)C(=O)COC(=O)c1ccccc1Sc1ccccc1C#N | -0.6 | 6.7 | 3.8% | 0.1 | 0.7 | -7.8 | 1.8 | -6.8 | 11.1

An excerpt; count on the stated rates, not on these rows.
